Pol beta inh – blocks human DNA polymerase beta activity; actives 1.3% (n = 340,000); Potency, µM (series often up to 114 µM), without a hit: top-dose activity change, negative = inhibition, most hits filed as inhibitors; Pol beta primer extension/strand displacement, fluorescence kinetic; AID 485314; also: potency is read from the fitted curve at half-maximal effect; % is scaled to controls: 0 for no effect and ±100 for the full control effect
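10 nM enzyme + cpd, 15 min RT; start with substrate 50 nM final; read 0 min and after 10 min RT. Corrected, normalized data; 4-parameter Hill curve fit.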
BLM inh – blocks DNA unwinding by human BLM helicase; P54132; recombinant BLM DNA unwinding, fluorescence dequenching; Potency, µM (highest dose often 56.1 µM), for inactives: top-dose activity change, negative = inhibition, usual class: inhibitors; actives 0.2% (n = 350,000); AID 2528;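 also: potency is read from the fitted curve at half-maximal effect; plate controls were vehicle for no effect and no enzyme for full effect; nearly all actives have a fitted effect of over 35% in size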
Anesthetic bind – binds horse apoferritin like a general anesthetic; AID 485281; Potency, µM (titrated, usually from 77.5 µM), without a hit: at the top dose activity change, negative = displacement, hits mostly inhibitors; P02791; actives 0.074% (n = 350,000); apoferritin/1-aminoanthracene competitive binding, fluorescence; also: potency is read from the fitted curve at half-maximal effect; % is scaled to controls: 0 for no effect and ±100 for the full control effect; nearly all actives have a fitted effect of over 20% in size
Target sequence (P02791 2-175 limits assumed): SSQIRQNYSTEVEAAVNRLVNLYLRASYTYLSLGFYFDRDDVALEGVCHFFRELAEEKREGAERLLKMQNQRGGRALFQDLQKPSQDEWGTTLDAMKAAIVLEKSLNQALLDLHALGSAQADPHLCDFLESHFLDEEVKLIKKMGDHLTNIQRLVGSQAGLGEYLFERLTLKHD
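Concentration-response curves derived by four-parameter Hill fitting of normalized fluorescence, where compounds displaced 1-AMA from 10 uM horse apoferritin following a brief 10 min room-temperature incubation; propofol titration acted as positive control.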
LDHA inh – inhibitors of human lactate dehydrogenase A; AID 1347041; activity change, % (values are at about 110 or 230 µM); actives 0.15% (n = 480,000); P00338; purified LDHA, NADH/diaphorase-resazurin fluorescence; hits give low values; in the data active = activity change below about -30%; inconclusive = mostly about -25% to -30%;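 also: plate controls were DMSO wells for no effect and wells without enzyme for full effect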
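Resorufin fluorescence (ex540/em590), read at 0 and 20 min after diaphorase/resazurin addition, reports the NADH left after a 5 min room-temperature reaction of 2 nM human LDH5 with 0.06 mM NADH and 0.2 mM pyruvate.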
Pol iota inh – DNA polymerase iota (human) inhibition; Pol iota fluorescent replication assay, 10 min; Potency, µM (highest dose often 115 µM), without a hit: at the highest dose activity, negative = inhibition, usual class: inhibitors; actives 1% (n = 390,000); AID 588590; also: potency is read from the fitted curve at half-maximal effect
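Pol iota at 10 nM preincubated 15 min with compounds at room temperature; reaction started with fluorescent substrate, 50 nM final. Fluorescence read kinetically at 0 and 10 min; buffer-only wells as negative control.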
Glioma ERSR ind – ER stress response induction in glioma; AID 602332; Potency, µM, for the others: at the top dose activation, usual class: activators; actives 0.02% (n = 420,000); U87-MG GRP78 promoter luciferase reporter, 16 h; also: potency is read from the fitted curve at half-maximal effect; series mostly up to about 76 µM; % of control where 0% means no effect; nearly all actives have a fitted effect of over 35% in size
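ERSR induction read as luciferase luminescence (Bright-Glo, 10 min at room temperature) in stably transfected human U87-MG glioma cells exposed to compounds for 16 h, using GRP78 as sensor.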
POLK inh – inhibitors of human DNA polymerase kappa; Q9UBT6; purified Pol kappa, fluorescent DNA synthesis assay, 10 min; Potency, µM (titrated, usually from 107 µM), for the others: at the highest dose activity, negative = inhibition, most hits filed as inhibitors; actives 0.53% (n = 400,000); also: potency is read from the fitted curve at half-maximal effect; % is scaled to controls: 0 for no effect and ±100 for the full control effect
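10 nM Pol kappa preincubated 15 min at room temperature with compounds, then reaction started with substrate at 50 nM final. Fluorescence read kinetically at 0 and 10 min; buffer-only wells served as negative control.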
Pol eta inh – blocks human DNA polymerase eta activity; actives 1.2% (n = 390,000); AID 588591; Potency, µM (series often up to 114 µM), for inactives: top-dose activity change, negative = inhibition, usual class: inhibitors; recombinant Pol eta, fluorescent DNA replication assay; also: potency is read from the fitted curve at half-maximal effect; % is scaled to controls: 0 for no effect and ±100 for the full control effect
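Fluorescent replication assay: 50 nM final substrate added after a 15 min room-temperature compound preincubation with 10 nM enzyme. Signal taken at 0 min and again at 10 min.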
APE1 inh – inhibitors of human APE1 endonuclease | P27695 | recombinant APE1, TAMRA/BHQ-2 abasic DNA cleavage fluorescence | Potency, µM (titrated, usually from 65.8 µM), inactives show at the top dose activity change, negative = inhibition, hits mostly inhibitors | actives 0.35% (n = 350,000);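 also: potency is read from the fitted curve at half-maximal effect; plate controls were vehicle for no effect and reference inhibitor for full effect; nearly all actives have a fitted effect of over 55% in size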
Target sequence (P27695 whole entry, looked up): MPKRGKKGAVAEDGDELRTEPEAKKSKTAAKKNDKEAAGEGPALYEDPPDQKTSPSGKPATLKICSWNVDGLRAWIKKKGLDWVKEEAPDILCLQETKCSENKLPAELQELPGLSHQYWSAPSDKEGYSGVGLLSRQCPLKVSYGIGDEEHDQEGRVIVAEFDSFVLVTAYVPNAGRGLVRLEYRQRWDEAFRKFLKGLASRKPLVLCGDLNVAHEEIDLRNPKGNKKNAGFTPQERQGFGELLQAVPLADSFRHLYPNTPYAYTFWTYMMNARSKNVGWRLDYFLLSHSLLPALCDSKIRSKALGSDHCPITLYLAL
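Quantitative HTS: incision of a TAMRA/BHQ-2 double-stranded substrate bearing a tetrahydrofuran abasic site by 0.75 nM APE1 raises fluorescence. Substrate 50 nM final, added after 15 min compound preincubation at room temperature; progress as third-minus-first kinetic read difference.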
* marks the source's active call; other numbers are inactive results; ? = inconclusive; nt = no result given; & = joins results of further samples; [ ] = another dose, or the depositor's remark. Unless noted, calls follow the shape of the dose curve; as a rule, active = well fitted curve in the direction sought with a large enough effect; inconclusive = small, poorly fitted or top-dose-only effect, or another doubt; inactive = no such curve, though single readings can be large; an effect the other way counts as inactive or inconclusive. This is a subset; the hit share may differ from the screen's.

SMILES	Pol beta inh	BLM inh	Anesthetic bind	LDHA inh	Pol iota inh	Glioma ERSR ind	POLK inh	Pol eta inh	APE1 inh
CCCCP(=O)(CCCC)Cc1ccccc1	0.0%	-0.3%	-17.9%	-1.9	-9.0%	-2.6%	6.1%	-10.0%	2.4%
Cc1ccccc1NC(=O)C1CCCN(S(=O)(=O)c2cccc3cccnc23)C1 (configuration not stated)	-10.9%	1.0%	5.7%	1.0	-18.3%	-4.9%	24.9%	-10.8%	-1.7%
Cc1cccc(N=Cc2cc(Br)cc(Cl)c2O)c1	-21.6%	-3.8%	-4.6%	15.7	72.8%[activator]	0.5%	-7.8%	-7.7%	-6.1%
COc1ccccc1N1CCN(C(=S)Nc2ccccc2)CC1	13.2%	2.2%	-6.1%	-9.6&-1.4	139.7%[activator]	-1.8%&-1.0%	-3.1%	-17.5%	-8.6%
CCCCc1nc2cc(C(=O)NCCc3c(C)n[nH]c3C)ccc2o1	nt	nt	nt	-0.4	-0.5%	-1.5%	-0.6%	-21.5%	nt
O=[N+]([O-])c1cc(C(F)(F)F)ccc1NCCNC(=S)Nc1ccc(Cl)cc1	0.4%	-14.6%	?	-0.1	?	-1.7%	-13.5%	-15.9%	-2.7%
CCN1CCS/C1=C\C=C\C1=[N+](CC)CCS1	-1.9%	-5.7%	-10.7%	-0.1	9.2%	-3.7%	2.7%	-7.8%	-1.5%
CCOc1ccccc1N1CCN(C(=O)c2ccc(OCC(=O)N3CCOCC3)c(OC)c2)CC1	87.1%	0.7%	-12.9%	-0.4	29.8%	-2.0%	11.3%	-9.3%	12.7%
COc1nc(N(C)S(=O)(=O)c2ccc(C)cc2)nc(C)c1Cl	-0.8%	-2.9%	-7.7%	-12.5	-9.5%	-0.9%	-4.0%	1.7%	-2.8%
O=C(Cn1c(=O)cnc2ccccc21)NC1CCC(O)CC1 (configuration not stated)	nt	nt	nt	-6.6	4.4%	0.0%	2.6%	-20.0%	20.8%
O=C(NCCn1cc(SCc2ccccc2F)c2ccccc21)c1cccs1	-20.3%	-13.1%	50.5%[activator]	0.5	20.9%	-2.6%	-2.7%	-24.0%	nt
C=CCNC(=O)NC(=O)COC(=O)C(C)Oc1ccc(Cl)cc1Cl (configuration not stated)	34.6%	-3.4%	-6.2%	-4.1	110.3%[activator]	-6.0%	-4.5%	-14.5%	3.1%
COc1ccc(NS(=O)(=O)c2ccc(NC(=S)NCC3CCCO3)cc2)cc1 (configuration not stated)	1.7%	-3.4%	-9.3%	-0.3	30.6%[activator]	-4.1%	4.5%	-13.8%	2.5%
COc1ccccc1Cn1cccc1C=O	1.7%	-4.4%	?	-3.7	68.7%[activator]	6.5%	-8.1%	-15.8%	1.5%
CCCN(c1ccc(C(C)C)cc1)S(=O)(=O)c1ccc2c(c1)CCN2C(=O)CC	5.2%	-3.8%	-7.6%	-0.3	-16.6%	-3.7%	-8.0%	-16.8%	nt
COC(=O)c1c(NC(=O)C2CCC2)sc(C(=O)N(C)C)c1C	-16.5%	0.0%	1.8%	-3.4	27.0%	-3.5%	-6.8%	-17.4%	-1.0%
COCCCn1c(SCC(=O)Nc2ccc(C(=O)OC)cc2)nc2ccccc2c1=O	-0.7%	1.1%	-6.0%	-4.8	9.6%	-2.6%	-2.5%	-11.0%	2.0%
CCN(C[C@H]1N[C@@](CC)(C(=O)OC)[C@H]2C(=O)N(Cc3ccccc3)C(=O)[C@@H]12)C(=O)COC	nt	nt	nt	-2.1	-8.1%	-2.0%	19.8%	-10.4%	30.1%
O=C(NC1=NCCS1)C1CCN(S(=O)(=O)c2ccc(Cl)cc2)CC1	nt	nt	nt	0.2	20.3%	2.3%	20.3%	-8.5%	12.4%
CCc1noc(C)c1C(=O)OC(C)C(=O)Nc1ccc2c(c1)OCO2 (configuration not stated)	nt	nt	nt	9.3	55.3%[activator]	5.3%	-16.3%	-10.5%	3.5%
CC(=O)c1ccc(OCCCC(=O)Nc2ccc(Cl)c(S(=O)(=O)N3CCOCC3)c2)cc1	nt	nt	nt	-8.9	12.3%	-2.1%	-24.4%	-20.4%	nt
COc1cc(O)c(C(C)=O)c(OC)c1	nt	4.3%	-13.2%	1.9	19.8%	-1.3%&-1.7%	6.8%	-4.3%	-9.0%
O=C(NN=Cc1cc(=O)[nH]c(=O)[nH]1)c1ccncc1	nt	nt	nt	0.5	-24.2%	-4.5%	-5.9%	-4.3%	nt
Cc1cccc(S(=O)(=O)N/N=c2\sc3ccccc3n2C)c1	4.5%	-2.6%	-1.6%	-6.0	7.0%	2.1%	-0.7%	0.7%	-1.9%
CCN1CCc2c(sc(NC(=O)c3ccc(C(=O)c4ccccc4)cc3)c2C(N)=O)C1	8.9%	0.2%	?	3.7	83.9%[activator]	-8.4%	?	-13.6%	-9.7%

Part of the list above in a different format.
COc1ccccc1N1CCN(C(=S)Nc2ccccc2)CC1
  Pol beta inh: 13.2%
  BLM inh: 2.2%
  Anesthetic bind: -6.1%
  LDHA inh: -9.6&-1.4
  Pol iota inh: 139.7%[activator]
  Glioma ERSR ind: -1.8%&-1.0%
  POLK inh: -3.1%
  Pol eta inh: -17.5%
  APE1 inh: -8.6%

CCCCc1nc2cc(C(=O)NCCc3c(C)n[nH]c3C)ccc2o1
  Pol beta inh: nt
  BLM inh: nt
  Anesthetic bind: nt
  LDHA inh: -0.4
  Pol iota inh: -0.5%
  Glioma ERSR ind: -1.5%
  POLK inh: -0.6%
  Pol eta inh: -21.5%
  APE1 inh: nt

Following part:
SMILES	Pol beta inh	BLM inh	Anesthetic bind	LDHA inh	Pol iota inh	Glioma ERSR ind	POLK inh	Pol eta inh	APE1 inh
Cc1cccc(NC(=O)COC(=O)c2ccc3c(c2)OCO3)c1C	-13.7%	-0.1%	-3.9%	-17.4	29.3%	-2.6%	-7.8%	-6.9%	1.9%
COc1ccccc1-n1c(-c2cccnc2)n[nH]c1=S	3.4%	0.1%	22.2%	-6.2	?	-3.9%	-6.3%	-7.5%	-1.4%
Cc1nn(-c2ccccc2)c(C)c1NS(=O)(=O)c1ccccc1	2.4%	-6.1%	1.3%	2.4	10.4%	-9.2%	-12.3%	-2.8%	-1.4%
Cc1ccc(Cl)c2c1=NC(=O)C=2c1[nH]c(=S)[nH]c1O	3.2%	1.0%	-21.5%	12.4	?	-3.2%	-3.6%	-25.0%	1.8%
Fc1ccccc1-c1cc2ccccc2cn1	nt	nt	nt	-9.2	20.1%	3.3%	-5.5%	-16.2%	3.3%
O=C(CCSCc1ccccc1F)NCCc1ccccc1	3.8%	-3.4%	?	-4.8	-25.7%	4.2%	3.1%	-22.8%	7.6%
N#Cc1c(N)n(CCOC(=O)c2cccc([N+](=O)[O-])c2)c2nc3ccccc3nc12	-1.1%	-5.1%	-17.0%	-5.6	-6.3%	-7.0%	-16.8%	2.9%	-2.7%
Cc1ccc(NC(=O)CSCC(=O)Nc2ccc(S(=O)(=O)N3CCOCC3)cc2)cc1	-1.6%	-2.7%	-21.4%	-2.8	29.6%	-4.6%	-5.6%	-14.0%	31.1%
CCOc1ccc(C(=O)NC2CCN(S(=O)(=O)CC)CC2)cc1	35.3%	1.7%	-8.0%	-12.2	14.6%	-2.1%	0.3%	-5.5%	-4.4%
Cc1cc([N+](=O)[O-])ccc1NCc1ccc2c(c1)OCCO2	-23.8%	-14.1%	?	-8.2	78.7%[activator]	0.7%	-17.9%	-18.3%	2.4%
CCC1CCCCN1CCCNC(=O)C1CCC(CNS(=O)(=O)c2c(C)cc(C)cc2C)CC1 (configuration not stated)	3.4%	3.2%	-4.3%	-1.4	6.5%	0.3%	0.9%	0.6%	-4.8%
CCOc1ccc(OCc2nnc(SCC(=O)NC3CCS(=O)(=O)C3)n2-c2ccc(Cl)cc2)cc1 (configuration not stated)	-22.6%	-2.6%	-17.5%	-1.8	13.3%	-4.0%	2.5%[60.1 µM]	-10.1%	0.2%
COCC(C)NS(=O)(=O)c1ccccc1 (configuration not stated)	39.9%	2.0%	-9.5%	-0.2	-9.0%	-1.2%	1.2%	-19.8%	20.4%
Cn1c(CCC(N)=O)nnc1SCC(=O)Nc1ccccc1C(=O)NC1CC1	nt	nt	nt	-6.4	-10.5%	-4.5%	-17.7%	-9.1%	-15.2%
Cc1cc(C)c(S(=O)(=O)N2CCCC(C(=O)NCc3ccccn3)C2)c(C)c1 (configuration not stated)	24.6%	-1.7%	2.4%	-1.4	33.5%[activator]	-0.1%	-3.2%	-4.6%	12.9%
O=c1cc(S(=O)(=O)Cc2ccccc2)[nH]c(=O)[nH]1	nt	nt	nt	-5.9	-8.4%	0.9%	-6.1%	-6.3%	nt
Cc1ccc(CNC(=O)c2c(-c3ccccc3F)noc2C)o1	-4.2%	-2.5%	-4.2%	-9.7	11.1%	-1.8%	-4.0%[60.1 µM]	-20.6%	nt
COc1ccccc1CCNC(=O)c1ccc2c(c1)c(C)c(C)n2Cc1ccc(Cl)cc1	29.6%	-7.3%	54.8%[activator]	0.9	-14.5%	-2.5%	-1.0%	10.5%	nt
CCCCc1ccc(NC(=O)C2(C)Cc3ccccc3C(=O)O2)cc1 (configuration not stated)	?	-8.9%	?	0.3	7.5%	0.9%	-8.8%	-19.3%	nt
Cc1cc(C)c(NC(=O)CSc2nc3[nH]ncc3c(=O)[nH]2)c(C)c1	2.6%	-0.2%	2.5%	-5.5	35.3%[activator]	-3.5%	-5.8%	-8.6%	-3.2%
CCN(CC(=O)NCc1cccs1)C(=O)C1CC(=O)N(c2ccc(OC)cc2OC)C1 (configuration not stated)	nt	nt	nt	-3.1&4.4	33.1%[activator]	-3.2%	-8.3%	4.9%	1.4%
COCCCn1c(=O)c2sccc2n2c(CCCC(=O)N3CCN(c4ccccn4)CC3)nnc12	30.5%	2.2%	-4.4%	-2.4	24.3%	6.0%	6.7%	-12.5%	36.2%
Cc1ccc(-c2nnc(Nc3ccc(C(=O)N(C)C)cc3)c3ccccc23)cc1S(N)(=O)=O	1.6%	5.2%	-8.5%	-3.4	-7.4%	-4.8%	-16.0%	-3.5%	0.4%

Screens from PubChem BioAssay.
